DNMT1 inh: human DNMT1 methyltransferase inhibitors, primary screen, biochemical, molecular beacon, fluorescence, HinP1I cleavage, uHTS; inhibition (reported as % activation of signal), % at 10 µM; AID 588458, 2011; DNA (cytosine-5)-methyltransferase 1 (Homo sapiens), P26358; hit rate 0.83% among 360,000; in the data active = inhibition above about 50%
SKN-1 inh: suppressors of acrylamide-induced Pgst-4::GFP reporter in worms, primary screen, SKN-1 inhibitor project, whole organism, uHTS, GFP/RFP fluorescence ratio, strain VP596; C. elegans VP596 Pgst-4::GFP/RFP ratio, 24 h; inhibition, % at 21.8 µM; hit rate 0.49% among 360,000; AID 624304, 2012;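 active = interference check ratio from 0.5 to 1.5 plus GFP to RFP signal ratio inhibition reaching or exceeding a fixed threshold, cut at about 30% in these data, passing the limit was not always enough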; note: some compounds called inactive have numbers as strong as hits
LMPTP block: LMPTP phosphatase inhibitors, primary screen, biochemical, fluorescence intensity, uHTS | inhibition, % at 20 µM | Low molecular weight phosphotyrosine protein phosphatase (Homo sapiens), P24666 | recombinant LMPTP-A, OMFP fluorogenic substrate | hit rate 0.22% among 360,000;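 active = compounds that cut the enzyme signal by at least half of the control window in the single-dose screen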;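 note: plate controls were DMSO wells with enzyme plus substrate for no effect and substrate without enzyme for full effect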
Target sequence (P24666 whole entry, looked up): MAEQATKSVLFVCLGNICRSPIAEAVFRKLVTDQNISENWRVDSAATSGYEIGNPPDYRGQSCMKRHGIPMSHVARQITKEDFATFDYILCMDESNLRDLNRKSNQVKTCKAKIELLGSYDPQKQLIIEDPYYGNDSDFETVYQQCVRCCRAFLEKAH
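Buffer or medium: Bis-Tris pH 6.0, DTT, detergent; Assay system: LMPTP-A enzyme; Quantity: 0.625 nM enzyme; Detection: endpoint fluorescence intensity; Times: 50 min dark incubation at room temperature; Controls: substrate-only low control, DMSO enzyme-plus-substrate high control; Doses: single 20 µM dose; Read-out: percent inhibition versus substrate-only and uninhibited controls; Reagent: 400 µM OMFP.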
STEP block: STEP phosphatase inhibitors, primary screen, biochemical, fluorescence intensity, uHTS. hit rate 0.25% among 360,000. Tyrosine-protein phosphatase non-receptor type 5 (Homo sapiens), P54829. AID 588621, 2011. recombinant STEP, OMFP fluorogenic substrate. inhibition, % at 20 µM;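 active = inhibition at 20 µM, scaled per plate between control wells, above about 37%, limit read from the data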;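 note: 0% = DMSO with enzyme and substrate and 100% = substrate only without enzyme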
Target sequence (P54829 whole entry, looked up): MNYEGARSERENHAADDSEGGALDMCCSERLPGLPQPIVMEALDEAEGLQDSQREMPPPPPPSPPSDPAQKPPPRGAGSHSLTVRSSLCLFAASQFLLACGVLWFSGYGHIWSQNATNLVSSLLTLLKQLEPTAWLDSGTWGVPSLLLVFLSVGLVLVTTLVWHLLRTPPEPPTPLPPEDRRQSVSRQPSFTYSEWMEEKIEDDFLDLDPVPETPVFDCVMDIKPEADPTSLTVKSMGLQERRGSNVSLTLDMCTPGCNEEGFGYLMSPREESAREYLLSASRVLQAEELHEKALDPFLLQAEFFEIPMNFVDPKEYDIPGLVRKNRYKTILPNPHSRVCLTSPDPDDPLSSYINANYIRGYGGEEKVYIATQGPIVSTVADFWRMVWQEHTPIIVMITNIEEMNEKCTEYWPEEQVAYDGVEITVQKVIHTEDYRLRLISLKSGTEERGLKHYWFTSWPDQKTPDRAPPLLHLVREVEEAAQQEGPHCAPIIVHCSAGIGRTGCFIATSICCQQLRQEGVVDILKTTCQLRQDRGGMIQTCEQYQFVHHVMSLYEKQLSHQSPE
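System: isolated STEP enzyme; schedule: 20 min enzyme reaction at room temperature, protected from light; medium: Bis-Tris buffer pH 6.0, 2.5 mM DTT, 0.005% Tween 20; signal: fluorescence, 480/540 nm; dosing: single compound dose of 20 µM, 1% DMSO final; also added: OMFP substrate, 25 µM final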
SUMO1 PPI mod: modulators of SUMO1 protein-protein interactions, primary screen, biochemical, uHTS; inhibition, % at 20 µM; Small ubiquitin-related modifier 1 (Homo sapiens), P63165; hit rate 0.33% among 360,000; AID 602429, 2012; SUMO1 binding to a labelled peptide, TR-FRET, 1 h; in the data active = inhibition above about 37%
Target sequence (P63165 whole entry, looked up): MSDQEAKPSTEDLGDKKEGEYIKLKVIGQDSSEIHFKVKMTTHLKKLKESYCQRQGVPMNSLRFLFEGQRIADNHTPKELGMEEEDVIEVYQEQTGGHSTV
MT1-MMP act inh: blockers of MT1-MMP proenzyme processing, primary screen, HT1080 RFP-PRO-GFP cells, GFP/RFP fluorescence. GFP/RFP ratio fluorescence, overnight; percent of plate control window, DMSO zero. hit rate 0.061% among 360,000. Matrix metalloproteinase-14 (Homo sapiens), P50281. GFP/RFP ratio change, % at 20 µM;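 active = GFP/RFP ratio change of at least 30% with cell ATP level not reduced by more than half and red fluorescence within 50% of control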; note: strong numbers were not always called active
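Material – HT1080 RFP-PRO-GFP cells · Control set – DMSO wells and RFP-L50D-GFP cells · Incubation – overnight cell settling, then overnight compound exposure, 37 °C, 5% CO2 · Compound dosing – single-point 20 µM compound, 1% DMSO · Read-out – GFP/RFP fluorescence ratio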
NRP1-CendR mod: modulators of CendR peptide binding to NRP-1, primary screen, biochemical, fluorescence polarization, uHTS; Neuropilin-1 (Homo sapiens), O14786; AID 602438, 2012; inhibition, % at 25 µM; hit rate 0.85% among 360,000; FAM-RPARPAR peptide binding to NRP-1;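 active = inhibition or corrected inhibition above about 18%, plus a signal ratio from 0.5 to 1.5, limit read from the data, passing the limit was not always enough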; note: strong numbers were not always called active
NadD block: inhibitors of S. aureus NadD, primary screen, biochemical, colorimetric, uHTS; Nicotinate-nucleotide adenylyltransferase NadD (Staphylococcus aureus N315); purified NadD enzyme, colorimetric absorbance read-out; inhibition, % at 20 µM; hit rate 0.78% among 360,000; AID 602399, 2012; in the data active = inhibition above about 26%; note: some compounds past the cut are filed as inactive
Rpn11 inh: Rpn11 (PSMD14) deubiquitinase inhibitors, primary screen, biochemical, fluorescence polarization, uHTS. 26S proteasome non-ATPase regulatory subunit 14 (Homo sapiens), O00487. human 26S proteasome, Ub4-pepOG fluorescence polarization; 20S core pre-blocked with epoxomicin. calls only at 20 µM. hit rate 0.59% among 360,000;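 active = inhibition at 20 µM, scaled to each plate's controls, above about 33%, limit read from the data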
Scp1 inh: Scp-1 phosphatase inhibitors, primary screen, biochemical, colorimetric, uHTS. Carboxy-terminal domain RNA polymerase II polypeptide A small phosphatase 1 (Homo …. Recombinant Scp1, phosphopeptide, malachite green phosphate absorbance. inhibition, % at 20 µM. hit rate 0.88% among 340,000;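 active = inhibition above about 50% at 20 µM, limit read from the data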;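 note: plate controls were DMSO wells with enzyme for no effect and wells lacking enzyme for full effect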
Target sequence (Q9GZU7 76-261 limits assumed): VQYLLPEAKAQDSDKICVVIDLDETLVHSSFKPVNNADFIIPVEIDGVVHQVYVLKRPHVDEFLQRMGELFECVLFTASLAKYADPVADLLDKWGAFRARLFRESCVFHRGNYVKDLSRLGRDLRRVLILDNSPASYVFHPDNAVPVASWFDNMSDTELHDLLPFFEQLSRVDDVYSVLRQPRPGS
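Material – SCP-1 phosphatase catalytic domain, residues 76-261 · Buffer or medium – Acidic Tris acetate buffer with magnesium and detergent · Also added – Phospho 17-mer peptide substrate · Compound – single 20 µM dose, 1% DMSO · Times – 45 min room-temperature reaction, 5 min colour, 30 min stabiliser · Technique – Phosphate-binding colour reagent, absorbance read at 630 nm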
The depositor's hits bear a star; & = joins results of further samples.

`CCS(=O)(=O)N1Cc2ccccc2CC1C(=O)Nc1ccc(F)c(F)c1F` (stereo not given) gave DNMT1 inh -6, SKN-1 inh 27, LMPTP block 0.8, STEP block 0, SUMO1 PPI mod 0, MT1-MMP act inh 0, NRP1-CendR mod -5, NadD block -1, Rpn11 inh inactive and Scp1 inh -1.
`CC(=O)c1sc(NC(=O)c2ccc(C)c(C)c2)nc1C` gave DNMT1 inh 0, SKN-1 inh 2, LMPTP block -0.2, STEP block 1, SUMO1 PPI mod 10, MT1-MMP act inh -1, NRP1-CendR mod 10, NadD block -7, Rpn11 inh inactive and Scp1 inh -8.
For O=C(COC(=O)CNC(=O)c1ccc(Cl)cc1)Nc1cccc(S(=O)(=O)N2CCCC2)c1 the results were DNMT1 inh -14, SKN-1 inh -9, LMPTP block -0.1, STEP block -2, SUMO1 PPI mod -1, MT1-MMP act inh -1, NRP1-CendR mod -1, NadD block -11, Rpn11 inh inactive and Scp1 inh 0.
`CCN(CC)c1ccc(NC(=O)CCN2C(=O)c3ccccc3S2(=O)=O)c(C)c1` gave DNMT1 inh 5, SKN-1 inh 10, LMPTP block -2.0, STEP block 2, SUMO1 PPI mod 2, MT1-MMP act inh -4, NRP1-CendR mod 2, NadD block -3, Rpn11 inh inactive and Scp1 inh -3.
Screening CSCC(C)N1CCC(n2nccc2NC(=O)c2ccc3c(c2)OCO3)CC1 (stereo not given) returned DNMT1 inh 2, SKN-1 inh 4, LMPTP block -0.1, STEP block -2, SUMO1 PPI mod -3, MT1-MMP act inh -1, NRP1-CendR mod 6, NadD block -4, Rpn11 inh inactive and Scp1 inh -11.
Screening CC(C)(C)C(=O)/C=C(N)/C=C/c1ccccc1 returned DNMT1 inh 4, SKN-1 inh 10, LMPTP block -0.8, STEP block 0, SUMO1 PPI mod -9, MT1-MMP act inh 2, NRP1-CendR mod -9, NadD block -2, Rpn11 inh inactive and Scp1 inh -8.
For COCCn1c(NC(=S)NC(=O)C2CC2)cc(=O)[nH]c1=O the results were DNMT1 inh 1, SKN-1 inh -4, LMPTP block -1.2, STEP block -1, SUMO1 PPI mod 12, MT1-MMP act inh 1, NRP1-CendR mod -4, NadD block 4, Rpn11 inh inactive and Scp1 inh -3.
`O=C(Nc1cc(N2CCOCC2)ncn1)Nc1cccc2ccccc12` gave DNMT1 inh 7, SKN-1 inh 3, LMPTP block 0.0, STEP block 0, SUMO1 PPI mod 0, MT1-MMP act inh 5, NRP1-CendR mod 10, NadD block -10, Rpn11 inh inactive and Scp1 inh 0.
Screening CCN(CC)C(=O)c1cc2c(=O)oc3ccccc3c2s1 returned DNMT1 inh 5, SKN-1 inh -2, LMPTP block 0.8, STEP block 0, SUMO1 PPI mod -13, MT1-MMP act inh 3, NRP1-CendR mod -12, NadD block -3, Rpn11 inh inactive and Scp1 inh 3.
COC(=O)c1cc(NC(=O)c2c(Cl)nc3sccn23)cc(C(=O)OC)c1 was read as DNMT1 inh 18, SKN-1 inh 0, LMPTP block 1.6, STEP block -1, SUMO1 PPI mod 7, MT1-MMP act inh 3, NRP1-CendR mod -5, NadD block 9, Rpn11 inh inactive and Scp1 inh -3.
For CCOC(=O)C(C)n1nc(/C=C/c2ccc(OC)cc2)ccc1=O (stereo not given) the results were DNMT1 inh -1, SKN-1 inh 7, LMPTP block -1.0, STEP block 0, SUMO1 PPI mod -16, MT1-MMP act inh 13, NRP1-CendR mod 5, NadD block -5, Rpn11 inh inactive and Scp1 inh -6.
O=C(NCCCn1ccnc1)c1cc2ccccc2o1 was read as DNMT1 inh 0, SKN-1 inh 6, LMPTP block -2.7, STEP block -1, SUMO1 PPI mod -3, MT1-MMP act inh 5, NRP1-CendR mod -2, NadD block -3, Rpn11 inh inactive and Scp1 inh -10.
`O=C(NCC1(c2ccccc2)CCCC1)c1cccc(Br)c1` gave DNMT1 inh -4, SKN-1 inh -6, LMPTP block 2.2, STEP block -10, SUMO1 PPI mod -2, MT1-MMP act inh -13, NRP1-CendR mod -4, NadD block -5, Rpn11 inh inactive and Scp1 inh -4.
Cc1ccc(S(=O)(=O)Nc2nncs2)cc1 was read as DNMT1 inh 4, SKN-1 inh 6, LMPTP block -1.1, STEP block 0, SUMO1 PPI mod 4, MT1-MMP act inh -4, NRP1-CendR mod 2, NadD block -2, Rpn11 inh inactive and Scp1 inh 0.
Screening Brc1ccc(CSc2nnc(-c3ccco3)o2)cc1 returned DNMT1 inh -2, SKN-1 inh 94*, LMPTP block 1.5, STEP block 0, SUMO1 PPI mod 3, MT1-MMP act inh 3, NRP1-CendR mod 4, NadD block -1, Rpn11 inh inactive and Scp1 inh -7.
Screening CN1CCN(CC(=O)NC(=O)NC2CCCCC2)CC1 returned DNMT1 inh 7, SKN-1 inh -4, LMPTP block -1.1, STEP block -1, SUMO1 PPI mod 3, MT1-MMP act inh 2, NRP1-CendR mod 7, NadD block -6, Rpn11 inh inactive and Scp1 inh -3.
For COc1ccc(N=C(N(C)C)P(=O)(N(C)C)N(C)C)cc1 the results were DNMT1 inh 5&4, SKN-1 inh -1&-4, LMPTP block -0.8&-0.6, STEP block -3&-1, SUMO1 PPI mod 25&20, MT1-MMP act inh 2&-3, NRP1-CendR mod -16&-2, NadD block -4&-2, Rpn11 inh inactive and Scp1 inh -10&-3.
For O=C(CCn1ccc2cc(S(=O)(=O)N3CCCC3)ccc21)NCc1cccc(F)c1 the results were DNMT1 inh -3, SKN-1 inh -5, LMPTP block 0.6, STEP block -2, SUMO1 PPI mod 7, MT1-MMP act inh 0, NRP1-CendR mod 2, NadD block -3, Rpn11 inh inactive and Scp1 inh -1.
Screening O=C(NN1CCOCC1)c1cccc(Cl)c1 returned DNMT1 inh 1, SKN-1 inh -5, LMPTP block -1.3, STEP block -1, SUMO1 PPI mod 6, MT1-MMP act inh 4, NRP1-CendR mod 7, NadD block -5, Rpn11 inh inactive and Scp1 inh -4.
`Cc1cc(C)cc(C(=O)NCC(=O)OCc2cc([N+](=O)[O-])cc3c2OCOC3)c1` gave DNMT1 inh -3, SKN-1 inh -1, LMPTP block 1.5, STEP block 2, SUMO1 PPI mod -16, MT1-MMP act inh 0, NRP1-CendR mod -4, NadD block -5, Rpn11 inh inactive and Scp1 inh -6.
Cc1ccc(NC(=O)C2C3C=CC4(O3)C2C(=O)N(CCCN2CCCC(C)C2)C4C(=O)NC2CCCCC2)cc1 (stereo not given) was read as DNMT1 inh 4, SKN-1 inh -14, LMPTP block -0.9, STEP block -1, SUMO1 PPI mod 1, MT1-MMP act inh 1, NRP1-CendR mod 16, NadD block -13, Rpn11 inh inactive and Scp1 inh -5.
`COc1cccc(C2=NOC(C(=O)NCc3cccnc3)C2)c1` (stereo not given) gave DNMT1 inh 2, SKN-1 inh -3, LMPTP block -1.0, STEP block 0, SUMO1 PPI mod -2, MT1-MMP act inh -1, NRP1-CendR mod 0, NadD block -1, Rpn11 inh inactive and Scp1 inh -16.
`Cc1ccc(CN2C(=O)CCC2C(=O)NCCCN2CCC(C)CC2)cc1` (stereo not given) gave DNMT1 inh -1, SKN-1 inh 14, LMPTP block -3.6, STEP block -19, SUMO1 PPI mod 0, MT1-MMP act inh 6, NRP1-CendR mod 3, NadD block 1, Rpn11 inh inactive and Scp1 inh -4.
O=C(NNC(=O)c1cnccc1C(F)(F)F)c1ccc(Cl)cc1 was read as DNMT1 inh -1, SKN-1 inh -5, LMPTP block -1.8, STEP block 3, SUMO1 PPI mod 4, MT1-MMP act inh 0, NRP1-CendR mod 10, NadD block 0, Rpn11 inh inactive and Scp1 inh -5.
For O=c1[nH]c2ccccc2c2ccc(Cl)cc12 the results were DNMT1 inh -5, SKN-1 inh 22, LMPTP block 0.1, STEP block 0, SUMO1 PPI mod -29, MT1-MMP act inh 1, NRP1-CendR mod 1, NadD block -3, Rpn11 inh inactive and Scp1 inh 5.
Screening CC/C(=N\NC(=O)c1nnn(-c2nonc2N)c1CN(C)c1ccccc1)c1ccccc1 returned DNMT1 inh -6, SKN-1 inh 11, LMPTP block 1.5, STEP block -2, SUMO1 PPI mod 3, MT1-MMP act inh 4, NRP1-CendR mod 6, NadD block 9, Rpn11 inh inactive and Scp1 inh 0.

In the list so far, 3 have an aryl methoxy group.
For CCOC(=O)C(C)n1nc(/C=C/c2ccc(OC)cc2)ccc1=O (stereo not given) the results were DNMT1 inh -1, SKN-1 inh 7, LMPTP block -1.0, STEP block 0, SUMO1 PPI mod -16, MT1-MMP act inh 13, NRP1-CendR mod 5, NadD block -5, Rpn11 inh inactive and Scp1 inh -6.
For COc1ccc(N=C(N(C)C)P(=O)(N(C)C)N(C)C)cc1 the results were DNMT1 inh 5&4, SKN-1 inh -1&-4, LMPTP block -0.8&-0.6, STEP block -3&-1, SUMO1 PPI mod 25&20, MT1-MMP act inh 2&-3, NRP1-CendR mod -16&-2, NadD block -4&-2, Rpn11 inh inactive and Scp1 inh -10&-3.
`COc1cccc(C2=NOC(C(=O)NCc3cccnc3)C2)c1` (stereo not given) gave DNMT1 inh 2, SKN-1 inh -3, LMPTP block -1.0, STEP block 0, SUMO1 PPI mod -2, MT1-MMP act inh -1, NRP1-CendR mod 0, NadD block -1, Rpn11 inh inactive and Scp1 inh -16.
